Compound activity from PubChem.
RXFP1 antag: qHTS Assay for Antagonists of the Relaxin Receptor RXFP1. Relaxin receptor 1 (Homo sapiens), Q9HBX9. HEK293-RXFP1, relaxin-stimulated cAMP HTRF, 30 min; hits give low values. activity change, negative = inhibition, % at 57.5 µM. 0.59% of 350,000 active;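 active = activity change of -60% or lower, but not beyond a set lower limit; inconclusive = change between -60% and -40%, or beyond the set limit; inactive = change above -40%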; note: % is set by controls: 0 for no effect and ±100 for the full control effect
TRHR PAM: qHTS for Small Molecule Agonists and Allosteric Enhancers of Human TRH Receptor: Primary Screen for Enhancers. TRHR cells, fluo-8 calcium fluorescence, EC20 TRH enhancement. enhancement, % at 2 µM. 0.66% of 360,000 active. AID 493056, 2011; in the data active = enhancement above about 30%; note: 0% is about no effect
Target sequence (P34981 whole entry, looked up): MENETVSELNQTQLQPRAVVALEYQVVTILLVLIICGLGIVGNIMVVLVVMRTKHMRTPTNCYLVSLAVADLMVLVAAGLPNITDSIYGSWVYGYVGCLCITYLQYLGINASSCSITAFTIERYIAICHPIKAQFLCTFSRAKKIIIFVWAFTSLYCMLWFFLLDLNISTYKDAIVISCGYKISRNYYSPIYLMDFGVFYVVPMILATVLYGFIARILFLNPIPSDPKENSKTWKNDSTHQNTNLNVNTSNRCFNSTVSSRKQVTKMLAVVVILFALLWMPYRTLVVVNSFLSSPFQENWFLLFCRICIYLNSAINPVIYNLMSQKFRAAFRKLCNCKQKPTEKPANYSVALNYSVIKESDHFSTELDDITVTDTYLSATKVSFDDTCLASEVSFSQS
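TRHR-expressing cells loaded with fluo-8 calcium dye were read kinetically (ex 480/em 530) during compound addition, then stimulated with an EC20 of TRH (10 nM final). Enhancement of the Gq-mediated intracellular calcium response was scored.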
D1 agonist: Allosteric Agonists of the Human D1 Dopamine Receptor: qHTS; D(1A) dopamine receptor (Homo sapiens), P21728; HEK293 T-REx D1 cells, calcium flux, agonist mode; activation, % at 2 µM; 1% of 360,000 active; in the data active = activation above about 30%; note: 0% is about no effect
Target sequence (P21728 whole entry, looked up): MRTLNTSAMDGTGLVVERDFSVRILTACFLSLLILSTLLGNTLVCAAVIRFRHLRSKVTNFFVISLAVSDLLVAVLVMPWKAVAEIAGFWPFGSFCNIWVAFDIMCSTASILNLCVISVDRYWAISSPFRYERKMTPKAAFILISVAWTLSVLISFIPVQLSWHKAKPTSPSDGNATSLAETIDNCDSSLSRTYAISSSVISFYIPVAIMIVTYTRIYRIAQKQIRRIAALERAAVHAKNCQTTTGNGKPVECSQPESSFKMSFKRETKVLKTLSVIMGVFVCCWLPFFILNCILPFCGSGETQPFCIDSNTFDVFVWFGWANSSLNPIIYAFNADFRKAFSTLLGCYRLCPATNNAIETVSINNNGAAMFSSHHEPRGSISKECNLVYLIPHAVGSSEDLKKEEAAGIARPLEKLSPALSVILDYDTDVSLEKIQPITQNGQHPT
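Tetracycline-induced HEK293 TREx D1 cells, force-coupled to calcium signalling, were dye-loaded with a no-wash calcium kit. Compound was pin-added after a 10 s baseline. Fluorescence was read kinetically at 1 cycle/s for 180 s, with calcium rises flagged as agonism.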
D1 antagonist: Antagonist of Human D 1 Dopamine Receptor: qHTS | D(1A) dopamine receptor (Homo sapiens), P21728 | HEK293 TREx D1 cells, calcium flux, dopamine EC80; hits give low values | activity change, negative = inhibition, % at 10 µM | 3.2% of 360,000 active; in the data active = activity change below about -30%; note: % is set by controls: 0 for no effect and ±100 for the full control effect
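Tetracycline-induced HEK293 Trex D1 cells, force-coupled to calcium, dye-loaded; compounds added and read 180 s, then EC80 dopamine added and calcium flux tracked kinetically another 180 s.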
RXFP1 agonist: qHTS Assay for Agonists of the Relaxin Receptor RXFP1; 0.3% of 370,000 active; HEK293T-RXFP1 cAMP TR-FRET, 30 min; response scale: percent of porcine relaxin response, buffer zero; AID 2676, 2010; Potency, µM (titrated, usually from 57.5 µM), for the others: at the highest dose activation, most hits filed as activators; Relaxin receptor 1 (Homo sapiens), Q9HBX9; note: potency is the fitted concentration of half-maximal effect; % is set by controls: 0 for no effect and ±100 for the full control effect; nearly all actives have a fitted effect of over 60% in size; many of its hits are not listed in these tables
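HEK293 cells stably expressing RXFP1, treated 30 min at 37C with compounds plus PDE4 inhibitor Ro 20174; cAMP measured by HTRF TR-FRET. Normalized to buffer and 29 nM porcine relaxin; EC50 by Hill fit.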
Apoferritin bind: qHTS Assay for Identification of Novel General Anesthetics; apoferritin/1-aminoanthracene competitive binding, fluorescence; Potency, µM (titrated, usually from 77.5 µM), for the others: at the top dose activity change, negative = displacement, most hits filed as inhibitors; 0.074% of 350,000 active; note: potency is the fitted concentration of half-maximal effect; % is set by controls: 0 for no effect and ±100 for the full control effect; nearly all actives have a fitted effect of over 20% in size
Target sequence (P02791 2-175 limits assumed): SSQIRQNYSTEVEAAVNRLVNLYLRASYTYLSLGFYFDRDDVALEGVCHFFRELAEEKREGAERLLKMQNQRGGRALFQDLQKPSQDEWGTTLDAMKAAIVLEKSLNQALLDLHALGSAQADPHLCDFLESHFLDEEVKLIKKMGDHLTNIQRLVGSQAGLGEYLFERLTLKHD
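Steps: apoferritin (10 uM) was premixed with half-saturated 1-AMA in PBS, compounds were pin-transferred, plates stood 10 min at room temperature, fluorescence was read at 380/535 nm, and curves were fitted with a Hill equation.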
D1 potentiator: Potentiators of Human D1 Dopamine Receptor: qHTS; HEK293 TREx D1 cells, calcium flux, dopamine EC20 potentiation; potentiation, % at 10 µM; 0.036% of 360,000 active; in the data active = potentiation above about 30%; note: 0% is about no effect
TRHR ag: qHTS for Small Molecule Agonists and Allosteric Enhancers of Human TRH Receptor: Primary Screen for Agonists. Thyrotropin-releasing hormone receptor (Homo sapiens), P34981. TRHR cells, calcium flux fluo-8, FDSS agonist mode. activation, % at 2 µM. 0.18% of 360,000 active. AID 493084, 2011; in the data active = activation above about 30%; note: 0% is about no effect
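Steps: seed TRHR cells overnight; add fluo-8 no-wash Ca dye, RT 30 min–1.5 h; record 10 s baseline; pin-transfer compounds; monitor fluorescence 1 cycle/s for the agonist window. Calcium increases flag candidate agonists.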
D2 PAM: HTS Assay for Positive Allosteric Modulators of the Human D2 Dopamine Receptor: Primary Screen for Potentiators; D(2) dopamine receptor (Homo sapiens), P14416; potentiation, % at 10 µM; 0.34% of 340,000 active; HEK293 T-REx D2, calcium flux, EC20 dopamine potentiation;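 active = potentiation over 3 SD above the plate norm, cut at about 30% in these data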; note: 0% is about no effect
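Cells plated with tetracycline inducer and held overnight at 30 C; calcium dye loaded 30–90 min at room temperature; baseline taken, compound added and read 180 s; EC20 dopamine then added and read 180 s.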
* hit, by the source's call; ? = inconclusive; . = no result given; [ ] = another dose, or the depositor's remark. Unless noted, calls come from the whole dose curve; as a rule, active = well fitted curve in the direction sought with a large enough effect; inconclusive = small, poorly fitted or top-dose-only effect, or another doubt; inactive = no such curve, though single readings can be large; an effect the other way counts as inactive or inconclusive.

SMILES	RXFP1 antag	TRHR PAM	D1 agonist	D1 antagonist	RXFP1 agonist	Apoferritin bind	D1 potentiator	TRHR ag	D2 PAM
CO[C@H]1[C@@H]2C=CO[C@@H](O[C@H]3O[C@@H](CO)[C@H](O)[C@@H](O)[C@@H]3O)[C@@H]2[C@@]2(CO)O[C@@H]12	.	-2	0	19	-0.8%	.	-3	-0.4	.
O=C1CCCN2N=C(SCC(=O)Nc3nc4ccccc4s3)SC2=N1	2	1	4	3	2.0%	-17%	0	-0.1	4
CCOC(=O)c1ccc(NCn2c(=O)oc3ccccc32)cc1	12	-4	11	-2	0.9%	-16%	-6	3.0	5
CC(C)CNc1nc(N)c([N+](=O)[O-])c(N2CCCCCC2)n1	-19	-1	22	-8	-0.1%	?	-5	-1.3	18
COc1ccccc1C1CC(=O)n2c(nc(-c3ccccc3)c2-c2ccccc2)S1 (centres undefined)	-3	-4	4	1	0.5%	-16%	2	0.1	3
Cc1ccc(-c2csc(N3CCC[C@@H]3C(=O)NCCn3c(C(F)(F)F)nc4ccccc43)n2)cc1	.	12	1	-8	0.4%	?	7	-1.1	.
CC(C)CC[n+]1ccn(-c2nc3ccccc3nc2[N-]S(=O)(=O)c2ccc(Cl)cc2)c1	-11	0	2	-22	10%	-4%	-5	0.7	-11
CCOC(=O)Nc1sc2c(c1C#N)CCCC2	-6	-4	0	-12	1.0%	-10%	-7	-0.4	-6
O=C(Nc1ccccn1)Nc1ccccc1Cl	-11	-3	4	-2	0.0%	-4%	-1	1.1	-1
COc1ccc(Cl)cc1-c1nc(SCC(=O)NC(C)C(C)C)n[nH]1 (centres undefined)	-21	1	1	-7	0.9%	?	0	0.1	-2
CN(c1ccc(OCC(=O)OCC(=O)Nc2ccccc2)cc1)S(=O)(=O)c1ccc(F)cc1	-18	0	9	-2	0.4%	-3%	-15	0.6	1
Nc1cc(N)nc(SCC(=O)Nc2ccccc2)n1	-5	3	1	21	-0.4%	1%	-2	0.8	7
CN(C)S(=O)(=O)c1ccc(Cl)c(C(=O)NNC(=O)Cc2nc3ccccc3n2C)c1	12	-6	3	6	1.8%	.	-9	-0.1	17
Cc1ccc(NC(=O)N2CCN(C(=O)C3CCCO3)CC2)cc1 (centres undefined)	2	2	2	3	-0.1%	1%	-5	-0.2	-4
CCNC(=O)c1c(NC(=O)Cc2coc3ccc(CC)cc23)sc2c1CCCC2	-32	-6	4	-6	0.1%	2%	13	0.1	17
CCn1c(SCC(=O)N2CCCC2)nnc1-c1ccc(S(=O)(=O)N2CCCCCC2)cc1	-3	9	0	1	1.0%	-21%	-6	-0.3	-7
CC(C)NC(=O)CCn1nc(-c2ccc(Cl)cc2)c2ccccc2c1=O	7	0	-1	1	-0.2%	-9%	2	-0.5	0
CCOC(CNc1c([N+](=O)[O-])c(=O)n(C)c(=O)n1C)OCC	0	12	3	4	1.7%	-6%	-9	0.5	0
O=C(NC1CCCC1)c1csc2c1CCCC2	7	0	0	2	-0.6%	?	4	-0.1	6
CC(=NCCCNC1CCCCC1)C1=C(O)CC(C)(C)CC1=O	0	1	2	-7	0.8%	-3%	0	0.1	-5
Cc1cc(NC(=O)CSc2nc3c(c(=O)n2-c2ccccc2)SC(C)C3)no1 (centres undefined)	-2	1	0	3	-1.0%	0%	0	0.3	9
COC(=O)c1ccc(Cl)cc1NC(=O)Nc1nnc(N2CCCC2)s1	-3	-2	-1	-8	-4.6%	-5%	-1	-0.2	-2
COc1ccccc1C(=O)Nn1c(C)nc2ccccc2c1=O	1	-1	2	10	-2.9%	11%	-2	0.2	-1
Cc1nc2c(C(=O)NCc3cccs3)cnn2c(C)c1Cc1ccccc1	.	-2	2	0	2.1%	-11%	1	0.3	-6
CC(NC(=O)Nc1ccc(F)cc1F)c1ccc2c(c1)OCO2 (centres undefined)	-15	-5	-1	-24	-2.7%	-4%	1	0.5	8
C/C(=N\NC(=O)C1CC1)c1ccccc1O	-4	-1	1	-7	1.3%	-7%	6	-1.4	-4
COc1ccccc1CNS(=O)(=O)c1c(C(=O)N2CCCCC2)c(C)n(C)c1C	32	-7	0	9	0.1%	-4%	4	-0.1	10
S=c1[nH]nc(COc2ccccc2)n1/N=C/C=C/c1ccccc1	-21	4	1	4	0.6%	1%	3	-0.6	-1
O=C1C2C3C=CC(C4CC34)C2C(=O)N1/N=C/c1ccc(-c2ccc([N+](=O)[O-])cc2)o1 (centres undefined)	-29	-6	1	-23	0.0%	-7%	-2	0.2	.
CC(C)(C)n1cnnc1Sc1ncccc1[N+](=O)[O-]	3	3	3	-32*	3.8%	-1%	11	0.6	-2

Quoted at random: three records from the list
SMILES	RXFP1 antag	TRHR PAM	D1 agonist	D1 antagonist	RXFP1 agonist	Apoferritin bind	D1 potentiator	TRHR ag	D2 PAM
S=c1[nH]nc(COc2ccccc2)n1/N=C/C=C/c1ccccc1	-21	4	1	4	0.6%	1%	3	-0.6	-1
Cc1cc(NC(=O)CSc2nc3c(c(=O)n2-c2ccccc2)SC(C)C3)no1 (centres undefined)	-2	1	0	3	-1.0%	0%	0	0.3	9
CC(NC(=O)Nc1ccc(F)cc1F)c1ccc2c(c1)OCO2 (centres undefined)	-15	-5	-1	-24	-2.7%	-4%	1	0.5	8

New compounds follow
SMILES	RXFP1 antag	TRHR PAM	D1 agonist	D1 antagonist	RXFP1 agonist	Apoferritin bind	D1 potentiator	TRHR ag	D2 PAM
Cc1ccc(N2CC(NC(=O)C3CCCC3)CC2=O)cc1C (centres undefined)	-2	-2	0	.	1.4%	-9%	0	0.1	14
Cc1ccccc1NC(=O)C(=O)NCCc1c[nH]c2ccccc12	0	10	13	-10	3.3%	-9%	2	2.3	-10
N#C/C(=C/c1cccc(O)c1)C(=O)NCc1ccc(Cl)cc1	?	-1	7	-8	-0.7%	-2%	-9	1.4	-9
Cc1ccc2nc(SCC(=O)N(CC(C)C)c3c(N)n(Cc4ccccc4)c(=O)[nH]c3=O)[nH]c2c1	-10	-5	2	4	4.4%	-19%	-5	-0.4	-1
COc1ccc(NC(=O)c2nc(-c3ccc(C)cc3)n3c2CCCCC3)cc1	-8	-5	3	-3	-1.9%	134%[activator]	-2	0.2	6
CCOC(=O)c1cnn(-c2nc3c(C)cccc3s2)c1C(F)(F)F	0	0	1	10	1.0%	-22%	6	0.3	18
CCOC(=O)C1=C(C)NC(SC(C)=O)=NC1c1ccc(OC(C)=O)c(OC)c1 (centres undefined)	16	-2	1	-11	3.0%	-17%	-2	0.1	-12
CC(=O)c1c(C)[nH]c(C(=O)COC(=O)c2cc(C)oc2C)c1C	7	-2	14	-22	-0.2%	.	-2	0.3	-10
O=C(NC(=S)Nc1ccc(O)cc1)C1CCCC1	2	0	3	9	-2.5%	.	-4	-0.3	13
CSCCC(NC(=O)c1ccccc1Cl)C(=O)N(C)CC(=O)Nc1ccc(N2CCOCC2)cc1 (centres undefined)	5	14	1	2	0.7%	.	-4	-0.1	2
Cc1ccn2c(NC3CCCC3)c(-c3ccsc3)nc2c1	-13	7	-1	-16	15%	2%	-10	0.4	-2
COc1ccc(CCNCC(O)COc2cccc(Br)c2)cc1 (centres undefined)	-25	0	30*	-1	-2.8%	?	5	4.1	-29
CC(=O)Nc1ccc(S(=O)(=O)N2CCN(CC(O)COc3ccc4ccccc4c3)CC2)cc1 (centres undefined)	-23	-1	6	-11	1.3%	-19%	-1	0.4	-2
COc1ccc(-c2cc(C(=O)OCC(=O)NC(C)(C)C)c3ccccc3n2)cc1	.	-2	1	-4	1.5%	-24%	-4	-0.2	5
CC(=O)N1CCN(C(=O)COc2ccc(Br)cc2)CC1	-5	4	2	-2	1.3%	-3%	-2	-0.5	11
COc1ccc(-c2c(-c3ccc(OCC(=O)NN)cc3O)n[nH]c2C)cc1	-14	-2	0	4	-0.1%	-14%	-1	0.3	9
CCOC(=O)c1cc2c(C)n(-c3ccc(OCC)cc3)c(C)c2ccc1=O	-12	-8	6	-7	1.3%	?	-1	0.9	5
CC(C)c1ccc(NC(=S)NN2CCOCC2)cc1	10	0	0	-20	1.4%	-2%	0	0.1	-10
CC1=CC(=O)C=C(C)C1=NOc1ccccc1[N+](=O)[O-]	2	1	0	-66*	3.5%	11%	-2	-0.3	3
COc1ccc(S(=O)(=O)Nc2ccc(S(=O)(=O)Nc3cc(C)nc(C)n3)cc2)cc1OC	2	2	0	4	2.4%	-13%	-1	0.3	.
C/C(=C1/SC(N2CCOCC2)=NC1=O)c1ccc(Cl)cc1	-11	5	3	0	5.1%	-13%	5	-0.3	2
O=C(CCCn1c(=O)c2cccn2c2ccc(F)cc21)NCc1ccc(Cl)cc1	-21	-8	8	17	8.9%	-6%	0	0.7	-7
O=C(NCCC(=O)N1CCCCCCC1)c1ccc(Cl)cc1	-4	-1	2	-1	1.7%	.	2	-0.2	.
CCOC(=O)C1=C(C)N(c2ccc(OCC)cc2)C(=O)/C1=C\c1ccco1	-19	0	-1	1	0.3%	-16%	1	0.7	.
CCOC(=O)C1CCN(C(=O)c2ccc(Cl)c(S(=O)(=O)N3CCCC3)c2)CC1	-8	6	1	11	1.0%	-15%	1	-0.4	1
CCOC(=O)c1ccc(N2C(=O)c3n[nH]c(C)c3C2c2ccco2)cc1 (centres undefined)	-28	-6	2	14	-0.4%	-19%	4	0.4	.
CCCN1CNC(=S)N(CC2CCCO2)C1 (centres undefined)	-5	3	3	3	0.6%	12%	1	-0.2	11
Oc1ccc2ccccc2c1N=Nc1ccccn1	-11	2	5	16	-0.8%	?	-2	0.1	0
Cc1ccc(NS(=O)(=O)c2ccc(CCC(=O)NC3CC3)cc2)cc1	-6	2	0	.	0.4%	-14%	-1	0.3	-8
O=C(Cn1ncc2c(=O)oc3ccccc3c21)NCc1cccnc1	17	4	1	4	9.6%	-4%	-3	-0.5	6

These rows are one share of the data (hit frequency here may not be typical).
